# Bioassay records from PubChem BioAssay.
# FXIa single inh: human FXIa protease inhibitors, primary screen, biochemical, single compound per well. inhibition, % at 10 µM. 0.3% of 33,000 active. purified human FXIa, fluorogenic AMC substrate cleavage. Coagulation factor XI (Homo sapiens), P03951;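 active = inhibition above 40% in the primary screen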;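 also: 0% = enzyme without compound and 100% = blank wells lacking enzyme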
# FXIIa single: human FXIIa protease inhibitors, primary screen, biochemical, single well; inhibition, % at 10 µM; purified human FXIIa, AMC substrate fluorescence, 2 h; Coagulation factor XII (Homo sapiens), P00748; 0.2% of 33,000 active; in the data active = inhibition above about 30%;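 also: 0% = enzyme with vehicle only and 100% = no enzyme blank; many of its hits are not listed in these tables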
# Target sequence (P00748 20-372 limits assumed): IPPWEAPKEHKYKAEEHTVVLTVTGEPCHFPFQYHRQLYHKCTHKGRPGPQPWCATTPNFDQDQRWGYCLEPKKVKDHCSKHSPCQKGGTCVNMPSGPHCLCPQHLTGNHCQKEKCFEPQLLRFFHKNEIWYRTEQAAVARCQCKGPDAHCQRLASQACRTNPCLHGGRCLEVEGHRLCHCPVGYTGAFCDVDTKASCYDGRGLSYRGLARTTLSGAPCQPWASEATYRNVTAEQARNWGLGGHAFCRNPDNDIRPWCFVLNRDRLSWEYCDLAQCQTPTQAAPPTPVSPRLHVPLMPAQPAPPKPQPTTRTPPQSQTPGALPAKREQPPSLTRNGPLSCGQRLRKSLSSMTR
# Target sequence (P00748 373-615 limits assumed): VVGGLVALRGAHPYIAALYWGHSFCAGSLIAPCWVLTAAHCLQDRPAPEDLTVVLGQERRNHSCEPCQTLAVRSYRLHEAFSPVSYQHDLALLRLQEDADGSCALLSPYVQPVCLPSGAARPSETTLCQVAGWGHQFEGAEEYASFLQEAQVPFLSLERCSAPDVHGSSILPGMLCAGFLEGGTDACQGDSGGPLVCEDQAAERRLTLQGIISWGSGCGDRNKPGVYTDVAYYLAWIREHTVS
# * marks the source's active call; other numbers are inactive results. These rows are one share of the data; the hit share may differ from the screen's.
SMILES,FXIa single inh,FXIIa single
CCC(=O)Nc1cccc(NC(=O)CSc2nnc(-c3ccc(NS(C)(=O)=O)cc3)n2CC)c1,1,-3
CC1CCc2c(sc3nc(C4CC4)nc(N4CCN(C(=O)c5ccco5)CC4)c23)C1 (configuration not stated),3,4
CCNC(=O)NC(=O)C(C)OC(=O)c1cc(S(=O)(=O)N2CCCCCC2)ccc1OC (configuration not stated),8,6
COc1cccc(N2CCN(c3c4c(nc5ncnn35)CCC4)CC2)c1,-3,4
COC(=O)C(C(=O)OC)N1C(=O)CCC1=O,-1,4
CC(C)(C)CC(C)(C)Nc1c(-c2ccc(O)cc2)nc2cnccn12,-17,-30
COC(=O)c1ccc(NC(=O)CN2C(=O)C3C4C=CC(C4)C3C2=O)cc1 (configuration not stated),-7,3
Cc1ccc(CNC(=O)CSc2nc3n[nH]c(C)c3c(=N)n2-c2cccc(C)c2)cc1,-2,6
CC(=O)Nc1ccc(Oc2ccc(-c3noc(C)n3)cc2)cc1,-1,3
CC(=O)C1(C)N(O)C(C)(C)C(c2ccco2)=[N+]1[O-] (configuration not stated),31,-13
COc1ccc(CC(=O)Nc2ccc(S(=O)(=O)N(C)C)cc2)cc1OC,4,7
COC(=O)c1ccc(CSc2nnc(C)s2)cc1,-4,6
CS(=O)(=O)N(CC(=O)NCC1CCCO1)c1ccc(Cl)c(Cl)c1 (configuration not stated),-8,24
Cc1cnc(C(=O)Nc2nnc(C)s2)cn1,-6,3
COC(=O)CSc1nnc(SCc2ccc(OC)cc2)s1,-3,9
CCN(CC)S(=O)(=O)c1ccc(-c2nnc(SCc3nnc(-c4ccc(C)cc4)o3)n2CC)cc1,-11,9
C=CCn1c(SC(C)C(=O)NCCC2=CCCCC2)nc2ccccc2c1=O (configuration not stated),-3,-4
Cc1cc(C)n(C(=O)c2ccc(C)o2)n1,-1,4
CCCN(CCC)c1ncnc2c1cnn2-c1ccc(OC)cc1,-1,2
Cc1cccc(N2CCN(CC(=O)NCC3CCCCC3)CC2)c1C,-5,1
Cc1[nH]n(-c2ccc([N+](=O)[O-])cc2)c(=O)c1C=NCCN1CCN(C(=O)c2ccccc2)CC1,3,8
Cc1cc(C)c2[nH]c(=O)c(C(c3nnnn3C(C)(C)C)N(Cc3ccco3)CC3CCCO3)cc2c1 (configuration not stated),13,9
CC(NC(=O)c1cccnc1)C(c1cccs1)N1CCOCC1 (configuration not stated),-1,2
Cc1ccc(NC2(C#N)C(=O)Nc3ccccc32)cc1 (configuration not stated),6,9
CCc1cccc(OCCCCNCCO)c1,9,5

# Next section:
SMILES,FXIa single inh,FXIIa single
CCc1ccc(-n2c(SCc3c(C)noc3C)nnc2-c2ccncc2)cc1,-2,8
COC(=O)c1ccccc1NC(=O)Cn1cnc2c(cnn2-c2ccc(C)c(C)c2)c1=O,3,4
CCOC(=O)Nc1nc2ccccc2s1,15,-16
O=C1CC(c2ccccc2)c2c(O)cc(O)cc2O1 (configuration not stated),-4,7
CC1=C(C)CC(C(=O)NCc2ccc3c(c2)OCO3)C(C(=O)O)C1 (configuration not stated),-5,6
Nc1nc(N)c2nc(-c3ccccc3)c(N)nc2n1,-11,-23
O=C(CCCc1ccccc1)Nc1nncs1,1,6
O=c1oc2ccccc2c(Nc2cccc(O)c2)c1[N+](=O)[O-],-5,3
O=C(Nc1cccnc1)c1cc2nc(C3CC3)cc(C(F)(F)F)n2n1,-2,1
Cc1cc(C)cc(NC(=O)CSc2nnc(CNC(=O)c3cccs3)o2)c1,6,7
CC1CC(C)CN(S(=O)(=O)c2ccc(C(=O)Nc3sccc3C(N)=O)cc2)C1 (configuration not stated),7,6
COc1ccc(CN(C2CCCC2)S(=O)(=O)c2ccc(-n3cnnn3)cc2)cc1,3,3
C[C@H]1C[C@H]2[C@@H]3CCC4=CC(=O)C=C[C@]4(C)[C@@]3(Cl)[C@@H](O)C[C@]2(C)[C@@]1(O)C(=O)CO,2,0
O=C1NC(=S)N/C1=C\c1cccc([N+](=O)[O-])c1,13,6
CCN(CC)CCn1c(NCc2nc3ccccc3n2Cc2ccccc2)nc2ccccc21,5,10
O=C(Nn1cnnc1)c1cc2cc(Br)ccc2oc1=O,2,9
CCC(=O)n1nc(-c2ccc(Cl)cc2)nc1NCc1ccccc1,-10,-11
COc1cc(CN2CCN(S(=O)(=O)c3ccc(F)cc3)CC2)cc(OC)c1OC,-1,-15
Cc1cccc(C=Nc2ccccc2C(N)=O)c1,-5,-5
COc1ccc(-c2nnn(CC(=O)N3CCOCC3)n2)cc1,5,6
O=C(O)c1ccc2c(c1)C(=O)N(Cc1ccc3c(c1)OCO3)C2=O,9,3
Cc1[nH]c(=S)[nH]c(=O)c1CCOc1ccccc1,-1,7
COc1ccc(NC(=O)C2CCN(C(=O)c3cccs3)CC2)cc1,22,23
CCS(=O)(=O)CCSC(=N)N,-2,10
COc1ccccc1CN(Cc1nc2ccccc2c(=O)[nH]1)S(=O)(=O)c1ccc(C)cc1,-4,-2

# Look-ups from the results shown:
# Value for O=C1CC(c2ccccc2)c2c(O)cc(O)cc2O1 (configuration not stated) under FXIa single inh: -4
# Value for COc1cc(CN2CCN(S(=O)(=O)c3ccc(F)cc3)CC2)cc(OC)c1OC under FXIa single inh: -1
# Value for CCOC(=O)Nc1nc2ccccc2s1 under FXIIa single: -16
# Value for CCC(=O)n1nc(-c2ccc(Cl)cc2)nc1NCc1ccccc1 under FXIIa single: -11

# The list continues.
SMILES,FXIa single inh,FXIIa single
CCOC(=O)c1c(N)sc2c1CCC(CC)C2 (configuration not stated),17,5
CCC(NS(=O)(=O)c1ccc(C)cc1)C(=O)Nc1ccc(NC(C)=O)cc1 (configuration not stated),-4,4
O=C(c1ccco1)N1CCN(C(=O)c2ccccc2Oc2ccccc2)CC1,2,-12
COc1ccc2c(C)nc(Nc3nc(C)cc(C)n3)nc2c1,-15,-10
CS(=O)(=O)N(CCc1ccccc1)CC(=O)NCc1cccnc1,3,-13
COc1cc(C(=O)NCc2nnc(SCC(=O)Nc3cc(C)cc(C)c3)o2)cc(OC)c1OC,3,3
CC(=O)c1ccc(N2CCN(C(=O)C3CCC3)CC2)cc1,2,9
CCN(CC)C(=O)Oc1ccc2c(=O)c(-c3ccccc3)coc2c1,2,4
COc1cccc(NC(=O)N(CCCN2CCOCC2)C(C)c2cc3ccccc3o2)c1 (configuration not stated),-4,2
COc1ncnc2c1NC1=C(S2)C(=NCCC(=O)O)CC(C)(C)C1,10,5
Cc1ccc(C)c(N2CCN(C(=O)C3CCCN(S(=O)(=O)c4c(C)[nH]c(=O)[nH]c4=O)C3)CC2)c1 (configuration not stated),5,2
CCOC(=O)C(C)c1n[nH]c(=O)c2ccccc12 (configuration not stated),-5,1
CC1CCN(S(=O)(=O)c2ccc(NC(=O)Cn3nnc(-c4ccccc4F)n3)cc2)CC1,-2,4
O=C1CC(Nc2ccc(N3CCOCC3)cc2)C(=O)N1c1ccccc1 (configuration not stated),8,11
CCN(CC)S(=O)(=O)c1ccc(-n2cnnn2)c(C)c1,2,-5
Cc1nc2ccccn2c1C(=O)Nc1ccc2c(c1)OCCO2,2,6
O=C(O)c1ccccc1C(=O)N(Cc1ccccc1)Cc1ccccc1,-5,-4
CC1=C(C(=O)Nc2ccccc2)C(c2ccncc2)C(C#N)=C(SCC(=O)NC(C)C)N1 (configuration not stated),6,4
O=C(O)C1C2C=CC(C3CC23)C1C(=O)NCCc1ccccc1 (configuration not stated),7,4
O=C(CCCN1C(=O)CCC1=O)Nc1ccccc1F,2,4
N#CC1=C(N)Oc2n[nH]c(-c3cccs3)c2C1C1C=CCCC1 (configuration not stated),14,-11
O=C(Nc1ccc(S(=O)(=O)N2CCC(C(=O)NC3CCCCC3)CC2)cc1)c1ccco1,3,2
CCCOc1ccc(S(=O)(=O)NCc2ccc(OC)cc2)cc1,-2,-13
CCCCCCOC(=O)Sc1nc2ccccc2o1,-1,4
O=C(C1=C(O)C(=O)N(c2ncccn2)C1c1cccc(Cl)c1)c1ccco1 (configuration not stated),-11,-11

# Seven entries out of the list above, ordered by the value under FXIIa single, high to low.
SMILES,FXIa single inh,FXIIa single
COc1ccc(NC(=O)C2CCN(C(=O)c3cccs3)CC2)cc1,22,23
CCCCCCOC(=O)Sc1nc2ccccc2o1,-1,4
O=c1oc2ccccc2c(Nc2cccc(O)c2)c1[N+](=O)[O-],-5,3
CC(NC(=O)c1cccnc1)C(c1cccs1)N1CCOCC1 (configuration not stated),-1,2
O=C(C1=C(O)C(=O)N(c2ncccn2)C1c1cccc(Cl)c1)c1ccco1 (configuration not stated),-11,-11
CC(=O)C1(C)N(O)C(C)(C)C(c2ccco2)=[N+]1[O-] (configuration not stated),31,-13
Nc1nc(N)c2nc(-c3ccccc3)c(N)nc2n1,-11,-23

# The list continues:
SMILES,FXIa single inh,FXIIa single
CCOC(=O)CC1C(=O)NCCN1C(=O)c1cc2c(=O)n3ccccc3nc2s1 (configuration not stated),-22,-43
Cn1c(=O)n(C)c2cc(S(=O)(=O)NCCOCCO)ccc21,-3,7
CCOc1c(C)cc(-c2ncccc2O)cc1C,12,3
CCC(=O)c1ccccc1OCCCn1cncn1,5,5
COCCCn1c(SCC(=O)N2CCc3ccccc32)nnc1-c1ccco1,-4,3
CSc1nc(NC(C)(C)C)nc(Oc2ccc(=O)[nH]n2)n1,-6,2
Cc1nc2c(o1)CCc1ccccc1C2O (configuration not stated),-4,3
CCOC(=O)C1=C(Cn2cnc3ccccc32)NC(=O)NC1c1ccc(OC)cc1 (configuration not stated),-10,5
O=C(Oc1ccc(N(Cc2cccs2)C2=NS(=O)(=O)c3ccccc32)cc1)c1ccccc1,-3,10
CCOc1ccc(Cl)cc1CSc1n[nH]c(CC)n1,4,4
CC(=O)COc1ccc2c(C)c(C)c(=O)oc2c1,7,7
O=C(CN1CCOCC1)Nc1scc(-c2ccccc2)c1C(=O)N1CCOCC1,4,-3
Cc1cc(=O)oc2cc(OCC(=O)NCc3ccccn3)ccc12,-8,8
O=C(O)Cn1cc(C(=S)N2CCOCC2)c2ccccc21,11,4
Cc1ccc(OCCN2CCN(c3ncnc4sc(C)c(C)c34)CC2)cc1,-6,4
CCOc1ccccc1NS(=O)(=O)c1ccc(Br)s1,5,8
O=c1nc(N2CCOCC2)nc2n1CCO2,0,2
CC(C)(C)NS(=O)(=O)c1ccc2c(c1)oc(=O)c1cc(S(=O)(=O)NC(C)(C)C)ccc12,10,9
Cc1ccc(CNc2ccc(N3CCOCC3)c(C(=O)O)c2)s1,5,4
CCCCNS(=O)(=O)C1CCS(=O)(=O)C1 (configuration not stated),4,10
Cn1nnnc1SCC(=O)Nc1ccccc1C(=O)NC1CC1,-6,-1
COc1cc(C(c2nnnn2C2CCCC2)N2CCN(C)CC2)cc(OC)c1OC (configuration not stated),-3,2
O=C(Nc1ccccc1Oc1ccccc1)c1cnccn1,-5,4
CCOC(=O)c1cccc(NC(=O)CSc2nnc(COc3ccccc3C)o2)c1,2,10
C=C(C)C1Cc2c(C)nn(-c3cccc4ccccc34)c2C1 (configuration not stated),-1,9

# Three entries out of the list, sorted by count of non-hydrogen atoms, low to high:
SMILES,FXIa single inh,FXIIa single
CCOc1c(C)cc(-c2ncccc2O)cc1C,12,3
O=C(Nc1ccccc1Oc1ccccc1)c1cnccn1,-5,4
COCCCn1c(SCC(=O)N2CCc3ccccc32)nnc1-c1ccco1,-4,3

# (continued)
SMILES,FXIa single inh,FXIIa single
O=c1[nH]c(CN2CCN(c3ccc(F)cc3)CC2)nc2ccccc12,-6,0
Cn1c(SCC(=O)NCCc2ccccc2)nnc1-c1ccco1,-6,1
CC(C)(C)NC(=O)c1cc(NC(=O)c2ccco2)cc(NC(=O)c2ccco2)c1,2,4
O=C(CSc1nnc2ccccn12)N1CCOCC1,1,6
Cc1oc2c(CN3CCCC3)c(O)ccc2c(=O)c1Oc1ccccc1Br,-16,-24
Clc1ccccc1CSc1nnc(-c2cccnc2)n1Cc1ccco1,0,10
COc1ccc(-c2nc(CSCC(=O)N3CCN(C)CC3)c(C)o2)cc1OC,-3,2
COC(=O)c1sccc1NC(=O)c1ccc(C)o1,8,7
CCOc1cc(CNc2ccc3c(c2)CCC3)ccc1O,-9,11
CCCn1c(C)cc(-c2csc(N)n2)c1C,-10,-10
N#CC(C(=O)C1CCCCC1)c1nc2ccccc2[nH]1 (configuration not stated),1,-16
O=S(=O)(c1ccccc1C(F)(F)F)N1CCC(n2cnc3ccccc32)CC1,0,1
O=C(C#Cc1cccc([N+](=O)[O-])c1)c1ccccc1,-7,7
Cc1nc2cc(NC(=O)COc3ccccc3C#N)ccc2n1-c1ccccc1,12,6
CCC(CC)c1nnc(NS(=O)(=O)Cc2ccccc2)s1,-3,9
O=C(Nc1nnc(Cc2ccccc2)s1)c1ccco1,12,5
CCOC(=O)COc1ccc(S(=O)(=O)NCC2CCCO2)cc1 (configuration not stated),-2,1
O=S(=O)(c1ccc(F)cc1)N1CCn2c(nc3ccccc32)C1,5,5
COc1ccc(-c2cc(=O)[nH][nH]2)cc1,16,-9

# Exported field by field: entries from further up.
CCCOc1ccc(S(=O)(=O)NCc2ccc(OC)cc2)cc1
  FXIa single inh: -2; FXIIa single: -13

CCCCCCOC(=O)Sc1nc2ccccc2o1
  FXIa single inh: -1; FXIIa single: 4

O=C(C1=C(O)C(=O)N(c2ncccn2)C1c1cccc(Cl)c1)c1ccco1 (configuration not stated)
  FXIa single inh: -11; FXIIa single: -11

CCOC(=O)CC1C(=O)NCCN1C(=O)c1cc2c(=O)n3ccccc3nc2s1 (configuration not stated)
  FXIa single inh: -22; FXIIa single: -43
